Source: PubChem (University of Kansas High Throughput Screening Laboratory)
mHTT-CaM PPI inh: disrupts binding of mutant huntingtin to calmodulin | P42858 | AlphaScreen His-mHTT/GST-CaM binding, luminescence | AID 1671202 | inhibition, % at 15 µM | 190,000 tested, 3.6% active;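 also: 0% = both proteins with DMSO and 100% = one protein alone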
Pf apPOL block: Pf-apPOL DNA polymerase inhibition. Recombinant Pf-apPOL, molecular beacon fluorescence, 1.5 h. inhibition, % at 10 µM. 210,000 tested, 0.25% active
Active calls of the source: *; i = inactive; x = not tested or not shown; & = joins results of further samples. Rule as the data show it: active = inhibition above about 50%; inactive = the rest. Outcome played no part in choosing rows. Share with any hit: about 3.5%.

SMILES	mHTT-CaM PPI inh	Pf apPOL block
O=C(Nc1cc(F)c2nc(N3CCOCC3)ccc2c1)c1ccc(F)c(F)c1	4.1	0.9
O=C(NCc1csc(C2CCCN(C(=O)c3ccc(F)cc3F)C2)n1)C1CC1 (centres undefined)	4.0	-2.2
COc1cc(N=Cc2ccc([N+](=O)[O-])cc2)c(OC)cc1Cl	11.0	-1.3
Cc1cc2n(n1)CCC(=O)N2CCCC(=O)NCCCOC(C)C	-2.0	-3.1
CCS(=O)(=O)N1CCN(C(=O)c2ccccc2[N+](=O)[O-])CC1	-3.5	4.4
COc1ccc(C2CC(c3ccc(Cl)c(Cl)c3)Nc3nc(N)nn32)cc1 (centres undefined)	13.4	-1.6
Cc1cccc(-c2noc(C3CCCN3C(=O)NCc3ccc(F)cc3)n2)c1 (centres undefined)	18.8	-3.2
CC1CN(CC(O)COCC2CC3CCC2C3)CC(C)O1 (centres undefined)	-6.1	-5.0
CCc1ccccc1NC(=O)c1c(OC)cccc1OC	-0.5	-2.4
CCNC(=S)Nc1n[nH]c2nc(Cl)cc(C)c12	-5.2	x
Cc1c(C)n(CC(O)CN2CCOCC2)c2ccccc12 (centres undefined)	6.0	10.5
CC1CCN(C(=O)C2=NN(Cc3ccccc3)c3ccccc3S2(=O)=O)CC1	2.3	-0.3
CC(=O)Nc1ccccc1NC(=O)COc1cc(C)c(Cl)c(C)c1	-3.0	-6.4
O=C(Nc1ccc(F)c(F)c1)c1ccc(F)c(S(=O)(=O)NCc2ccccc2)c1	-7.0	37.7
CC(=O)Nc1ccc(-c2noc(C3CCCN(C(=O)c4cc5ccccc5[nH]4)C3)n2)cc1 (centres undefined)	-4.2	-1.8
Cc1nn(Cc2ccccc2)c2c1C(c1ccc(Cl)cc1)C(C#N)=C(N)O2 (centres undefined)	12.5	3.5
CCOCCCNC(=O)C(=O)Nc1ccon1	-14.5	-1.0
Cc1ccc(NC(=O)/C(=C\c2ccc3c(c2)OCO3)NC(=O)c2ccccc2Cl)cc1F	0.0	1.9
CC(C)c1cc(C2CCCN2C(=O)Nc2ccc3c(c2)OCO3)on1 (centres undefined)	-5.2	6.9
Cc1ccccc1C1CCCN1C(=O)NCc1ccccc1 (centres undefined)	-1.2	-4.4
Cc1cc2n(n1)CCC(=O)N2CCCC(=O)NCCCN1CCCCCC1	-4.3	-4.2
COc1cccc2cc(C(=O)N3CCC(C(=O)NCc4nc(C)no4)CC3)oc12	-6.5	-5.7
CCCCN(CC)C(=O)c1ccc(Cl)cc1[N+](=O)[O-]	1.3	-0.6
COC(=O)c1cc(S(=O)(=O)N2CCCC2)oc1C	x	-5.4&4.3
COc1ccc2sc(-c3ccccc3OC)c(-c3ccc(SC)cc3)c2c1	-12.4	-5.7
O=C1CCC[C@H]2C[C@H](NCc3ccc(Cl)c(C(F)(F)F)c3)CC[C@]23CCCN13	2.4	-7.8
NC(=NO)c1ccc2nonc2c1	x	-5.5
Cc1ccc2c(c1)N(c1ccc(F)cc1)C=C(C#N)S2(=O)=O	-6.8	-1.7
COC(=O)c1ccc(NC2SC(=O)N(c3ccc(F)cc3)C2=O)cc1 (centres undefined)	-14.6	-16.2
O=C(Nc1cccc(Cl)c1)Nc1ccc([N+](=O)[O-])cn1	-4.9	-2.1
CCN(CC)CCn1nc2c3c(cccc3c1=O)-c1ccccc1-2	9.0	1.2
O=C(Cn1cc(S(=O)(=O)c2ccccc2)c2ccccc21)N1CCc2ccccc21	-3.4	-7.1
CCOC(=O)c1ccc(NC(=O)C2CC(=O)N(CCc3c[nH]c4ccc(F)cc34)C2)cc1 (centres undefined)	45.0	-3.4
O=C1NC(c2ccc([N+](=O)[O-])o2)Nc2sc3c(c21)CCCC3 (centres undefined)	x	36.9&24.5
CC1=N/C(=C\c2ccc([N+](=O)[O-])cc2)C(=O)N1c1cccc(F)c1	5.0	-6.0
CN(C)c1ccc(CCCNC(=O)c2ccco2)cc1	2.4	-9.3
O=[N+]([O-])c1ccc(C2=CC(c3ccccc3)n3nnnc3N2)cc1 (centres undefined)	3.0	-8.1
CC1CCCCN1S(=O)(=O)c1ccc(C(=O)Nc2nnc(-c3ccccc3Cl)o2)cc1 (centres undefined)	8.0	-18.7
CCn1nccc1C(=O)N1CCCC(c2nc(CCNC(C)=O)cs2)C1 (centres undefined)	-1.6	-4.6
CC(C)OC(=O)C1C2C=CC3(CN(c4ccccc4Br)C(=O)C13)O2 (centres undefined)	-20.8	-0.9
Cn1c(=O)c2c(nc(Cl)n2CC(=O)c2ccc([N+](=O)[O-])cc2)n(C)c1=O	0.0	-10.0
Nc1c(Br)cc(Br)c2cccnc12	-40.0	-0.1
COCCn1c(C2CCN(C(=O)Nc3ccc4c(c3)CCC4)C2)nc2cccnc21 (centres undefined)	9.9	-2.6
CCc1cc2c(cc1C(=O)O)OCCO2	-3.1	1.3
O=C(NCc1ccc(C(F)(F)F)cc1)c1cc(C(F)(F)F)cc(C(F)(F)F)c1	x	2.3&-7.8
C=C(C)COc1ccc2oc(=O)cc(-c3cc4ccccc4o3)c2c1	-3.9	-0.4
O=C(c1cccs1)N1CC(C(=O)N2CCN(c3ccccc3Cl)CC2)C1	9.4	-18.3
COc1ccc(-c2csc(Nc3ccc(N(C)C)cc3)n2)cc1OC	97.4*	-1.3
CCOC(=O)c1sc(NC=C2C(=O)OC3(CCCCC3)OC2=O)c(C(=O)OCC)c1C	-1.6	-3.6
Cc1cccc(-n2c(=O)n(C3CC3)c(=O)c3c2ncn3C(C)C)c1	5.2	-2.4

Remaining list, next part
SMILES	mHTT-CaM PPI inh	Pf apPOL block
CCOc1ccccc1NS(=O)(=O)c1ccc2nc(-c3ccccc3)[nH]c2c1	13.0	3.0
O=C(N1CCN(C(c2ccccc2)c2ccccc2)CC1)C12CC3CC(CC(C3)C1)C2	-0.3	-2.8
CCc1nccn1-c1ccc(CNC(C)=O)cc1	-4.5	-1.1
CCn1ccc(C(=O)N2CCC3(C2)NCc2ccccc2NC3=NC2CCCC2)n1 (centres undefined)	22.8	-3.0
COc1ccc(Br)cc1/C=C1\N=C(c2ccc(C)c([N+](=O)[O-])c2)OC1=O	7.0	-0.9
Cc1cc(OCC(O)CN(C)C)ccc1C(C)C (centres undefined)	5.2	-5.8
N#Cc1sccc1Br	x	2.1
CC1CCCN(C(=O)c2ccc3ncnc(N4CCOCC4)c3c2)C1 (centres undefined)	-6.6	-1.3
O=c1nc(N2CCOCC2)nc(N2CCOCC2)[nH]1	-2.3	-2.6
CCn1cc(C(=O)Nc2cc(OC)ccc2OC)c(=O)c2ccc(C)nc21	-1.0	-2.7
COc1ccc(N2CCN(CC(O)COC3CCCC3)CC2)cc1 (centres undefined)	5.8	-2.7
Cc1cc(C)c(C#N)c(SCc2nc3ccccc3[nH]2)n1	0.0	-7.7
NNC(=O)c1sccc1NC(=O)c1ccccc1Cl	x	-13.0
CC(O)CNc1ccc(Cl)cc1[N+](=O)[O-] (centres undefined)	11.4	-11.4
COc1ccccc1NC(=O)c1ccnc(N2CCC(C(=O)Nc3ccc(C)cc3)CC2)c1	1.4	1.0
O=C(c1cnn2ccc(C3CCN(C(=O)C4CCCCC4)CC3)cc12)N1CCCCC1	1.4	-4.8
O=C(CSc1nc(-c2ccccc2)cn1-c1ccccc1)NC(=O)Nc1ccccc1	x	-0.5
O=C(c1cccc(N2CCNC(c3ccccc3)C2)n1)N1CCN(c2ccc(F)cc2)CC1 (centres undefined)	50.7*	-6.5
COc1ccccc1NC(=O)c1cccc2nc3ccccc3nc12	45.7	-6.5
CCOC(=O)N1CCc2nn(CC(=O)Nc3cccc(C(C)C)c3)c(=O)cc2C1	15.0	-4.7
Cc1[nH]n2c(=O)cc(C(=O)O)nc2c1-c1ccccc1	-11.7	-0.3
O=S(=O)(Oc1ccc(Cl)cc1)c1csc(C(F)(F)F)c1-c1ccccc1	x	-11.0
COc1cccc(C=NCCN2CCOCC2)c1O	8.0	6.4
COc1cc(OC)c(OC)cc1CN1CCN(c2cccc(Cl)c2)CC1	30.9	-8.8
N#CCC[C@H]1CC[C@]2(CCCN(Cc3ccccc3)C2)O1	-5.1&-0.3	-3.9&-0.3
O=c1[nH]c2cc(Br)cnc2[nH]c1=O	-0.4	x
COc1ccc(/C=C2\SC(=O)N(c3ccc(O)cc3)C2=O)cc1	11.0	1.9
COc1ccccc1N1CCN(CC(O)COC2CC3CCC2(C)C3(C)C)CC1 (centres undefined)	19.9	5.1
Cc1cc(C)cc(C(=O)N2CCC3(CC2)NC(=O)N(Cc2ccc(F)cc2)C3=O)c1	9.9	-0.8
O=C1C[C@@H]2c3c(cccc3CN1Cc1ccccc1)C[C@@H](O)[C@H]2O	1.6	-2.4
O=S(=O)(CCNCc1ccco1)NC1CCCCC1	-3.3	-6.6
Cc1ccc(CNS(=O)(=O)c2cc3n(c2)CCCN(C)C3=O)cc1	2.7	6.3
COc1ccccc1C1=N/C(=C\c2ccc(C(C)C)cc2)C(=O)O1	-1.0	-4.7
COc1ccc(-c2c(C)oc3cc(OC(=O)c4ccccc4)ccc3c2=O)cc1OC	3.9	-3.0
Cc1cc(C)nc(-n2ncc3c2CC(c2cccs2)CC3=O)n1 (centres undefined)	5.4	-2.4
Cc1ccc(OCCCC(=O)Nc2cc(C)cc(C)c2)cc1	-9.8	-6.9
Cc1ccc(NC(=O)CCS(=O)(=O)c2ccc(Br)s2)cc1F	-10.0	-10.0
COc1ccc(OC)c(CNS(=O)(=O)c2ccc3[nH]c4c(c3c2)CCCCC4)c1	85.3*	-3.6
O=C(c1ccccc1)c1ccc(O)c(O)c1	4.7	-3.0
COCCNc1c2c(c(C#N)c3nc4ccccc4n13)CCC2	-1.0	-3.0
CC1=C(C(N)=O)C(c2cccs2)n2nc(SCc3ccccc3F)nc2N1 (centres undefined)	0.0	-3.6
CCc1ccc(OCC(=O)O/N=C(\N)c2ccccn2)c(Br)c1	i	-7.9
Nc1ncnc(Nc2ccc3c(c2)OCCO3)c1[N+](=O)[O-]	2.0	-2.9
NNC(=O)CNC(c1ccccc1)c1cc(Br)ccc1NC(=O)CN1CCOCC1 (centres undefined)	8.7	-4.0
Cc1ccc(C2CCCN2C(=O)c2cnn3c(C(F)F)cc(C4CC4)nc23)cc1 (centres undefined)	6.2	0.7
O=C(NC1CCCC1)C(c1cc2c(cc1[N+](=O)[O-])OCO2)N1CCN(C(=O)c2ccco2)CC1 (centres undefined)	3.0	1.2
O=C(CCc1ccccc1)NCc1ccc2c(c1)OCO2	3.2	2.2
COc1ccc(OCC(=O)Nc2cc(C)ccc2O)cc1	1.2	10.1
CC(=O)NCc1csc(C2CCCN(S(=O)(=O)Cc3cccc(Cl)c3)C2)n1 (centres undefined)	19.2	-5.2
CCC1COCCS(=O)(=O)N1Cc1cccc(C(F)(F)F)c1 (centres undefined)	-3.9	-6.4

Retrieved by compound from the entries so far (three):
SMILES	mHTT-CaM PPI inh	Pf apPOL block
CCc1ccc(OCC(=O)O/N=C(\N)c2ccccn2)c(Br)c1	i	-7.9
COc1ccc(OCC(=O)Nc2cc(C)ccc2O)cc1	1.2	10.1
Cc1ccc(C2CCCN2C(=O)c2cnn3c(C(F)F)cc(C4CC4)nc23)cc1 (centres undefined)	6.2	0.7

(list continues)
SMILES	mHTT-CaM PPI inh	Pf apPOL block
CCOC(=O)c1ccc(OCC2c3cc(OC)c(OC)cc3CCN2C(=O)CCCl)cc1 (centres undefined)	34.2	-8.3
CCc1sc(/C=C(/C#N)C(N)=S)cc1Br	31.5	x
COc1cccc(C(=O)N2CCN(Cc3ccc([N+](=O)[O-])cc3)CC2)c1OC	1.7	-0.7
CCOc1ccccc1NC(=O)C1c2cc(OC)c(OC)cc2C(=O)N2CCc3ccccc3C12 (centres undefined)	54.0*	-3.3
CC(C)C12CC3CC(CC(C(=O)NN)(C3)C1)C2	-7.4	-5.3
COc1cc([N+](=O)[O-])cc2sc(NC(=O)C34CC5CC(CC(C5)C3)C4)nc12	4.2	0.9
CCOc1ccccc1NC(=O)c1sc2ccccc2c1Cl	-2.2	0.8
CCCNC(=O)c1ccc2c(c1)n(CC)c(=O)c1ccnn12	-10.0	-6.5
CN(C)CCN(C)C1CN(CCc2ccccc2)S(=O)(=O)C1 (centres undefined)	-4.1	-2.8
COc1ccc(C2C=C(c3ccc(C)cc3)Nc3ncnn32)cc1OC (centres undefined)	20.0	0.5
CC(=O)N1CCC(c2nc(C(=O)N3CCOCC3)c(C)o2)CC1	-7.6	2.1
Cc1ccccc1C(=O)NCCSC1CCCCC1	-8.2	-1.2
O=C(O)CSCC(=O)N1CCCN(c2nccc(C(F)(F)F)n2)CC1	x	-4.9&1.3
Cc1ccc([N+](=O)[O-])cc1S(=O)(=O)n1ccnc1C	4.0&-4.9	1.7&-4.2
Cc1ccc(C2CC(c3cccc(C)c3)n3ncnc3N2)cc1 (centres undefined)	-0.6	1.8
O=C(NCC1(O)CCCC1)C1(c2cccs2)CCCC1	-1.5	-3.0

Molecules from the list above that have a thiophene ring, fused or not (13):
SMILES	mHTT-CaM PPI inh	Pf apPOL block
COc1ccc2sc(-c3ccccc3OC)c(-c3ccc(SC)cc3)c2c1	-12.4	-5.7
O=C1NC(c2ccc([N+](=O)[O-])o2)Nc2sc3c(c21)CCCC3 (centres undefined)	x	36.9&24.5
O=C(c1cccs1)N1CC(C(=O)N2CCN(c3ccccc3Cl)CC2)C1	9.4	-18.3
CCOC(=O)c1sc(NC=C2C(=O)OC3(CCCCC3)OC2=O)c(C(=O)OCC)c1C	-1.6	-3.6
N#Cc1sccc1Br	x	2.1
NNC(=O)c1sccc1NC(=O)c1ccccc1Cl	x	-13.0
O=S(=O)(Oc1ccc(Cl)cc1)c1csc(C(F)(F)F)c1-c1ccccc1	x	-11.0
Cc1cc(C)nc(-n2ncc3c2CC(c2cccs2)CC3=O)n1 (centres undefined)	5.4	-2.4
Cc1ccc(NC(=O)CCS(=O)(=O)c2ccc(Br)s2)cc1F	-10.0	-10.0
CC1=C(C(N)=O)C(c2cccs2)n2nc(SCc3ccccc3F)nc2N1 (centres undefined)	0.0	-3.6
CCc1sc(/C=C(/C#N)C(N)=S)cc1Br	31.5	x
CCOc1ccccc1NC(=O)c1sc2ccccc2c1Cl	-2.2	0.8
O=C(NCC1(O)CCCC1)C1(c2cccs2)CCCC1	-1.5	-3.0
